Screening results from PubChem BioAssay.
Xi reactivation = activators of inactive X chromosome reactivation, primary screen, imaging, XiGFP fibroblasts, GFP high-content imaging, set 2; XiGFP mouse fibroblasts, % GFP-positive cells imaging, 3 d; cells co-treated with 5-aza-dC sensitizer; scaled so ellipticine positive control = 100%; activation, % at 7.58 µM; actives 0.055% (n = 360,000); AID 743238, 2013;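 active = mean normalized replicate activation at least 10% and every replicate at or above 10%; inconclusive = only one of the two criteria met; inactive = mean below 10% and not all replicates reach 10%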;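 note: 0% = median of on-plate neutral control wells and 100% = ellipticine 6 µM median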
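material = 68-5-11 XiGFP fibroblast line | medium = DMEM plus 5-aza-dC sensitizer | schedule = 3 days compound exposure | benchmarks = positive control ellipticine, 6 µM final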
DENV2 CPE = inhibitors of DENV2 cytopathic effect, primary screen, cell-based, plate reader, single concentration. DENV2-infected cells, cytopathic effect rescue. CPE inhibition, % at 9.99 µM. actives 1.7% (n = 350,000). AID 651640, 2012; in the data active = CPE inhibition above about 20%, passing the limit was not always enough; inconclusive = no clear call, values can overlap the other calls; tested in BHK-21 cells;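 note: 0% = median of neutral control wells and 100% = median of positive control wells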
ARNT-TACC3 inh = disruptors of ARNT/TACC3 protein interaction, primary screen, biochemical, AlphaScreen, single concentration; AlphaScreen His-ARNT PAS-B/GST-TACC3 binding, luminescence; TACC3 fragment carries E629A point mutation; inhibition, % at 9.99 µM; actives 0.66% (n = 390,000); AID 623870, 2012;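 active = mean inhibition of replicates at least 50% and at least half of replicates each reaching 50%; inconclusive = half or more replicates reach 50% but mean below 50%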;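 note: 0% = complete ARNT plus TACC3 wells and 100% = ARNT alone without TACC3; many hits fall short of the cut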
PAX8 inh HTS = inhibitors of PAX8-driven TPO luciferase reporter, primary screen, RMG-I cells, single concentration | SteadyGlo, 24 h | inhibition, % at 12.6 µM | actives 1.2% (n = 360,000) | AID 652154, 2013;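 active = mean replicate inhibition at least 60% with every replicate also reaching 60%; inconclusive = only one of the two criteria is met; inactive = mean below 60% and not all replicates reaching 60%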;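 note: luciferase light reporting Pax8 driven TPO promoter activity; plate controls were median of neutral control wells for no effect and mitoxantrone controls for full effect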
EWS-Fli inh = EWS/Fli-driven NR0B1 reporter inhibitors, primary screen, A673 cells, NR0B1 luciferase, luminescence, MLPCN library. AID 651661, 2012. viability-normalised. inhibition, % at 12.6 µM. actives 0.67% (n = 350,000);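 active = mean inhibition of at least 50% after viability correction, with every replicate also passing that limit; inconclusive = mean reaches 50% but only one of two replicates passes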;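 note: firefly luciferase signal divided by Alamar Blue viability fluorescence both relative to DMSO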
ERp5 inh = inhibitors of ERp5-driven insulin aggregation, primary screen, biochemical, turbidity, absorbance 650 nm, single point | Protein disulfide-isomerase A6 (Homo sapiens), Q15084 | 90 min | inhibition, % at 9.99 µM | actives 0.05% (n = 350,000) | AID 651711, 2012;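 active = mean replicate inhibition above about 25%, with every replicate also reaching it, limit read from the data, passing the limit was not always enough; inconclusive = only one of those two criteria met; inactive = neither criterion met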
Target sequence (Q15084 whole entry, looked up): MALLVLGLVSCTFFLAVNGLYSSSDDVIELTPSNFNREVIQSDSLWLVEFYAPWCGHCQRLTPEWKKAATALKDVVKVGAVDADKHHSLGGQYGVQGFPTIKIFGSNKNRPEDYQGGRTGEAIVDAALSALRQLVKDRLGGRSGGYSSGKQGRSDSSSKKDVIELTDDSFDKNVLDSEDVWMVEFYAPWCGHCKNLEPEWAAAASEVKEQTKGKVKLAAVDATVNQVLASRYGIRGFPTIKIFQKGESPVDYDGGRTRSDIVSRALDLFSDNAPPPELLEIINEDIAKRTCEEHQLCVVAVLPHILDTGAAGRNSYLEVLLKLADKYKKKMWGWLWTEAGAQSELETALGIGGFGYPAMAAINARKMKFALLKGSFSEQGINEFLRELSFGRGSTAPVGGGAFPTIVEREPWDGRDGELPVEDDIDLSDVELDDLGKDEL
CFTR F508del cor = F508del CFTR correction, initial screen, CFBE line, single point; activity (quench increase), % at 7.58 µM; actives 0.36% (n = 350,000); CFBE cells, YFP halide quenching; stimulated with forskolin plus potentiator P3; % fluorescence drop versus neutral controls;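 active = mean added fluorescence quench of at least 8% versus neutral control, with both replicates also reaching 8%; inconclusive = only one of the mean or replicate conditions met; inactive = mean below 8% and not both replicates reaching 8%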;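 note: cells transiently co-express mutant CFTR-F508del with the halide-sensitive YFP; corrector assay measuring rescue of mutant channel to the surface after 24 h compound exposure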
GSIS activator = GLuc luminescence reporter in INS-1E cells, primary screen for activators of glucose-dependent secretion of insulin; INS-1E GLuc reporter insulin secretion, 2-3 h; activation, % at 16.6 µM; actives 0.61% (n = 370,000);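 active = lowest replicate activation of at least 40%, so every replicate reaches that level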;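 note: 0% = median of neutral control wells and 100% = median of IBMX positive control wells; some compounds called inactive have numbers as strong as hits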
* = called active by the depositor; ? = inconclusive; nt = not tested or not shown; & = joins results of further samples.

(1) COc1ccccc1/C(C)=N/Oc1cc(N)cc([N+](=O)[O-])c1
(2) COc1ccc(C(=O)NCCc2c[nH]c3ccc(OC)cc23)cc1
(3) O=C(CC1NCCNC1=O)OCCCc1ccccc1 (stereo not drawn)
(4) COc1ccc2c3c([nH]c2c1)[C@H](CO)N(Cc1ccc(F)cc1)CC31CCN(Cc2ccccn2)CC1
(5) C[C@H](CO)N1C[C@H](C)[C@H](CN(C)C(=O)Nc2ccc3c(c2)OCO3)OCCCC[C@H](C)Oc2ccc(NC(=O)Nc3ccc(F)cc3)cc2C1=O
(6) COc1ccccc1-c1ccc2n(c1=O)C[C@@H]1[C@@H](CO)[C@H](C(=O)Nc3nccs3)N(CC3CC3)[C@H]21
(7) CCN1CCN(C(=O)c2ccc(Cl)c(S(=O)(=O)N3CCCCC3)c2)CC1
(8) COc1ccc(OCc2nnc3n2N=C(c2ccc(Br)cc2)CS3)cc1

compound no.	1	2	3	4	5	6	7	8
GSIS activator	-8	-3	-3	1	-10	-3	8	11
ERp5 inh	-1	1	6	-4	-4	0	6	10
PAX8 inh HTS	-63	-2	-17	16	-33	15	6	-14
ARNT-TACC3 inh	5	-2	16	nt	-7	-1	-34	-1
DENV2 CPE	-8	1	12	10	-4	-1	-6	-2
CFTR F508del cor	0.7	nt	-0.7	3.1	2.0	-2.4	-1.2	0.4
EWS-Fli inh	-28	21	-12	11	1	11	nt	-3
Xi reactivation	0.2	0.1	0.0	0.0	0.3	0.1	0.3	0.2

(9) Cc1nc(-c2ccccc2)sc1C(=O)NN
(10) COc1ccc(-c2oc3cc(OC(C)=O)cc(OC(C)=O)c3c(=O)c2OC)cc1
(11) CCN1CCN(Cc2ccc(NC(=O)c3cc(NC(=O)c4ccno4)cc(OC)c3)cc2C(F)(F)F)CC1
(12) CCC(=O)N1[C@H](C(=O)N2CCc3ccccc3C2)[C@@H](CO)[C@@H]2Cn3c(cccc3=O)[C@@H]21
(13) CCC(=O)N1CC[C@@H]2[C@H]1c1cc(-c3ccccc3F)ccc1N(C)[C@H]2CO
(14) CCNC(=O)C1(C)CCCN(Cc2cc(-c3ccccc3)n(C)n2)C1 (stereo not drawn)
(15) O=c1c2ccccc2nc2n1C(CBr)CS2 (stereo not drawn)
(16) O=C(O)c1cc([N+](=O)[O-])cc2c1C=Cc1ccccc1O2

compound no.	9	10	11	12	13	14	15	16
GSIS activator	-3	-6	-4&2	16	-8	nt	-7	7
ERp5 inh	-1	-6	9&-1	3	-4	-1	-6	0
PAX8 inh HTS	-1	-7	-10&-7	-17	-3	4	9	10
ARNT-TACC3 inh	0	3	11	-6	-1	nt	0	-24
DENV2 CPE	nt	?	4	-10	-1	16	1	-3
CFTR F508del cor	2.0	3.6	0.1&-3.8	0.4	-2.4	-1.6	0.1	2.5
EWS-Fli inh	5	-4	27&8	-4	-2	3	-7	13
Xi reactivation	0.0	0.0	0.1&0.1	0.6	1.0	0.0	-0.1	0.0

(17) COc1ccc(NC(=O)N2CCCCN3[C@H](CO)[C@H](c4ccc(-c5ccccc5F)cc4)[C@@H]3C2)cc1
(18) CN1C(=O)c2cc(NC(=O)c3cccc(Cl)c3)ccc2OC[C@@H]2O[C@@H](CC(=O)NC3CCCCC3)CC[C@H]21
(19) COc1cc2c(cc1OC)CN(Cc1cc(OC)c3c(c1)OCO3)CC2
(20) Cc1cccc(-c2ccc([C@H]3[C@H](CO)N4CCCCN(S(=O)(=O)c5ccccc5C)C[C@@H]34)cc2)c1
(21) COc1ccccc1N(CC(O)Cn1c(C)nc2ccccc21)S(=O)(=O)c1ccccc1 (stereo not drawn)
(22) COc1cccc(OC)c1C(=O)N1CCN(Cc2ccccc2F)CC1
(23) CCN(CC)CCCNC(=O)CCC(=O)Nc1ccc2nc(N3CCC(C)CC3)cc(C)c2c1
(24) CC(C(=O)NC1CCCCCC1)n1cc([N+](=O)[O-])cn1 (stereo not drawn)

compound no.	17	18	19	20	21	22	23	24
GSIS activator	-1	2	nt	-10	-14	-2	24	7
ERp5 inh	-4	nt	1	-4	6	0	1	-2
PAX8 inh HTS	16	22	-1	86*	5	-10	-26	-5
ARNT-TACC3 inh	10	3	nt	0	1	nt	1	-2
DENV2 CPE	16	nt	2	0	-4	-3	-2	-2
CFTR F508del cor	-1.7	-1.6	2.1	-3.6	nt	-2.0	-0.9	3.3
EWS-Fli inh	15	13	7	24	11	10	-2	4
Xi reactivation	0.0	0.0	0.4	-0.1	-0.1	0.1	-0.1	0.1

(25) CNC(=O)NC(=O)C(C)OC(=O)c1oc2ccccc2c1CSc1ccc(Cl)cc1 (stereo not drawn)
(26) C[C@H](CO)N1C[C@H](C)[C@H](CN(C)C(=O)c2cnccn2)Oc2ncc(C#Cc3ccccn3)cc2C1=O
(27) CCc1cccc(C)c1NC(=O)CN(C)C1=NS(=O)(=O)c2ccccc21
(28) CO[C@H]1CN(C)C(=O)c2cc(NS(=O)(=O)c3cn(C)cn3)ccc2OC[C@@H](C)N(CC2CC2)C[C@@H]1C
(29) CN1CCN(C2CCN(Cc3ccc(O)c4ncccc34)CC2)CC1
(30) C[C@@H]1CN([C@H](C)CO)S(=O)(=O)c2ccc(C#CC3CCCC3)cc2O[C@H]1CN(C)C(=O)Nc1cc(F)ccc1F
(31) O=C(C[C@H]1CC[C@@H]2[C@H](COC[C@H](O)CN2S(=O)(=O)c2cccc(F)c2)O1)NCCCN1CCOCC1
(32) CCOc1ccc(CCNC(=O)CCn2ccc3cc(S(=O)(=O)N4CCCC4)ccc32)cc1

compound no.	25	26	27	28	29	30	31	32
GSIS activator	11	31	nt	15	nt	-34	5	-15
ERp5 inh	0	-4	0	1	0	-4	9	3
PAX8 inh HTS	-2	5	-3	nt	7	51	-9	13
ARNT-TACC3 inh	nt	-10	2	-8	65*	2	-12	-1
DENV2 CPE	-2	0	0	0	nt	-3	-2	-3
CFTR F508del cor	-2.2	-1.4	0.7	0.4	-2.8	3.1	-1.5	-0.4
EWS-Fli inh	14	-1	2	0	-1	0	9	6
Xi reactivation	0.2	-0.8	0.1	0.0	0.2	0.0	-0.1	0.0

(33) C[C@@H]1CCCCO[C@@H](CN(C)C(=O)Nc2ccc3c(c2)OCO3)[C@H](C)CN([C@H](C)CO)C(=O)c2cc(NC(=O)CCCN(C)C)ccc2O1
(34) COCCNC(=O)C[C@@H]1CC[C@@H]2[C@H](COc3ccc(NC(=O)Cc4ccccc4)cc3C(=O)N2C)O1
(35) Cc1ccc2c(C)nc(Nc3nc(CSc4nc5ccccc5s4)cc(=O)[nH]3)nc2c1
(36) COc1cccc(C(c2sc3nc(C)nn3c2O)N2CCc3ccccc3C2)c1 (stereo not drawn)
(37) CCOC(=O)c1c(C)[nH]c(C(=O)N(C)Cc2cccc(OC)c2OC)c1C
(38) CC(=O)c1ccc(S(=O)(=O)N2CCN(C(=O)CSc3ccc(F)cc3)CC2)cc1
(39) CSc1ccccc1OCc1cc(C(=O)NCCn2nc(C)cc2C)no1
(40) CCN(CC)CCC(c1cc(OC)c(OC)c(OC)c1)c1c(OC)cc(OC)c2c(-c3ccccc3)cc(=O)oc12 (stereo not drawn)

compound no.	33	34	35	36	37	38	39	40
GSIS activator	44	8	6	-10	3	-6	-19	nt
ERp5 inh	-7	0	3	0	4	0	3	8
PAX8 inh HTS	4	3	6	2	8	-2	-12	18
ARNT-TACC3 inh	7	0	-6	nt	-2	-1	2	13
DENV2 CPE	3	-1	3	9	-7	9	12	nt
CFTR F508del cor	0.4	1.4	1.7	2.0	1.1	-3.7	1.4	-0.3
EWS-Fli inh	-6	1	-5	3	14	3	nt	14
Xi reactivation	0.2	0.0	nt	-0.1	0.5	0.2	0.0	0.0

(41) CC(C)NC(=O)N(C)C[C@@H]1Oc2ccc(NC(=O)C3CC3)cc2CC(=O)N([C@H](C)CO)C[C@@H]1C
(42) CCCCN1C(=O)C(CC(=O)NCc2cccc3ccccc23)CC(C(=O)N(C)C)=C1C (stereo not drawn)
(43) COc1ccc(-n2c(C)nc3sc4c(c3c2=O)CCC4)cc1
(44) CC(=O)Nc1cc(-c2cccc(CO)c2)cn2c(-c3ccc(F)cc3)cnc12
(45) Cc1ccc(NNC(=O)C(=O)N2CCCCC2)cc1
(46) Nc1nc2ccc(Cl)cc2[nH]1
(47) COc1ccc(OCC(O)CN2CCOCC2)cc1 (stereo not drawn)
(48) c1ccc(-c2oc3ncnc(NCCN4CCOCC4)c3c2-c2ccccc2)cc1

compound no.	41	42	43	44	45	46	47	48
GSIS activator	11	14	4	2	12	nt	9	-31
ERp5 inh	-2	1	-1	3	2	8	1	-1
PAX8 inh HTS	-13	7	-5	9	-6	-2	5	nt
ARNT-TACC3 inh	-6	nt	nt	nt	-6	-6	0	9
DENV2 CPE	-1	-5	-2	4	2	4	1	nt
CFTR F508del cor	-1.3	4.2	-2.2	1.7	nt	4.2	-3.7	-1.0
EWS-Fli inh	-4	1	14	-5	17	9	4	17
Xi reactivation	0.0	0.0	-0.1	-0.1	0.3	-0.1	0.0	nt

(49) CC(Oc1ccc(Cl)cc1)/C(N)=N/O (stereo not drawn)
(50) COc1ccc(Cl)cc1NC(=O)NCC1CCN(Cc2ccccc2F)CC1
(51) CC(C)(C)CC(=O)Nc1cc(S(=O)(=O)N2CCOCC2)ccc1N1CCCC1
(52) CC(=O)N(C)C[C@H]1Oc2ncc(-c3ccc(C)cc3)cc2C(=O)N([C@H](C)CO)C[C@H]1C
(53) CCOc1ccc(Cl)cc1/C=N/NC(N)=O
(54) CCCCn1c(-c2cccc(Br)c2)nc2cc3[nH]c(=O)c(C(C)C)nc3cc21
(55) Cc1ccc2nc(Cl)c(/C=N/Nc3ccc(C(=O)O)cc3)cc2c1

compound no.	49	50	51	52	53	54	55
GSIS activator	2	-2	nt	42	15	nt	-3
ERp5 inh	5	-1	4	13	-3	7	0
PAX8 inh HTS	17	7	22	nt	2	38	-28
ARNT-TACC3 inh	-13	-1	-3	-3	0	0	-6
DENV2 CPE	8	-3	9	18	-2	?	nt
CFTR F508del cor	1.9	-0.1	-0.7	1.5	-2.8	0.8	-12
EWS-Fli inh	2	7	-8	0	-22	9	0
Xi reactivation	0.0	0.0	0.7	-0.2	0.1	0.4	0.3

Part of the list above in order of molecular weight, falling:
(54) CCCCn1c(-c2cccc(Br)c2)nc2cc3[nH]c(=O)c(C(C)C)nc3cc21
(52) CC(=O)N(C)C[C@H]1Oc2ncc(-c3ccc(C)cc3)cc2C(=O)N([C@H](C)CO)C[C@H]1C
(50) COc1ccc(Cl)cc1NC(=O)NCC1CCN(Cc2ccccc2F)CC1
(55) Cc1ccc2nc(Cl)c(/C=N/Nc3ccc(C(=O)O)cc3)cc2c1
(49) CC(Oc1ccc(Cl)cc1)/C(N)=N/O (stereo not drawn)

compound no.	54	52	50	55	49
GSIS activator	nt	42	-2	-3	2
ERp5 inh	7	13	-1	0	5
PAX8 inh HTS	38	nt	7	-28	17
ARNT-TACC3 inh	0	-3	-1	-6	-13
DENV2 CPE	?	18	-3	nt	8
CFTR F508del cor	0.8	1.5	-0.1	-12	1.9
EWS-Fli inh	9	0	7	0	2
Xi reactivation	0.4	-0.2	0.0	0.3	0.0
